# PLK1 PBD block: PLK1 (human) polo-box domain binding inhibition. P53350. Plk1 PBD binding of FITC phosphopeptide, fluorescence polarization. Potency, µM, for inactives: max response, negative = inhibition, most hits filed as inhibitors. actives 2.8% (n = 360,000). AID 720504; note: potency is the fitted concentration of half-maximal effect; series mostly up to about 57 µM; % is set by controls: 0 for no effect and ±100 for the full control effect; nearly all actives have a fitted effect of over 65% in size
# CCT modulator: changes cytosolic chaperonin activity; purified chaperonin ATPase assay, HTRF ADP detection, 30 min; activity change, % (test concentration not listed), hits read low; actives 0.3% (n = 360,000); in the data active = activity change below about -30%; note: % is set by controls: 0 for no effect and ±100 for the full control effect
#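 We incubate TRiC, 40 or 20 nM final, with library compounds at 76 uM and 10 uM ATP for 30 min at 37 °C. ADP formed is detected with Transcreener HTRF reagents after 30 min at room temperature.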
# WRN helicase inh: WRN helicase (human) inhibition; WRN helicase unwinding, fluorescent forked duplex, kinetic; Potency, µM (series often up to 114 µM), inactives show top-dose activity change, negative = inhibition, hits mostly inhibitors; actives 0.46% (n = 360,000); AID 651768; note: potency is the fitted concentration of half-maximal effect; % is set by controls: 0 for no effect and ±100 for the full control effect; nearly all actives have a fitted effect of over 55% in size
#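 WRN at 20 nM final preincubated with compound 15 min at room temperature; reaction started with 100 nM fluorophore/quencher forked duplex oligonucleotide and 2 mM ATP final. Unwinding followed kinetically by red fluorescence (ex 525, em 598 nm).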
# MmCpn inh: blocks the Methanococcus maripaludis chaperonin Mm-Cpn; purified Mm-Cpn ATPase, ADP Transcreener TR-FRET; Potency, µM (series often up to 76.9 µM), without a hit: top-dose activity, negative = inhibition, hits mostly inhibitors; actives 0.031% (n = 330,000); note: potency is the fitted concentration of half-maximal effect; % is set by controls: 0 for no effect and ±100 for the full control effect; nearly all actives have a fitted effect of over 80% in size
#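 Compound-treated chaperonin, 25 nM final, turns over 10 uM ATP at 37°C for 30 min following a 10 min preincubation; ADP generated competes with ADP-d2 for Eu-cryptate antibody, lowering FRET.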
# PI5P4Ka inh: blocks human PI5P4K alpha kinase activity; PI5P4Kalpha enzyme, ADP-Glo luminescence, 60 min; stronger effect = lower value; max response, %; actives 1.2% (n = 330,000); active = max response of -50% or lower; inconclusive = between -30% and -50%; inactive = -30% or higher; note: value at the top dose of about 77 µM; % is set by controls: 0 for no effect and ±100 for the full control effect
#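 ADP-Glo luminescence end-point read after a 60 min room-temperature kinase reaction of PI5P4Kalpha plus substrate, initiated with ATP at 5 microM final. Buffer: 0.038 M HEPES pH 7.4, EGTA, 0.1% CHAPS, 5% DMSO.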
# EPAC1 antagonist: EPAC1 (human) antagonism. O95398. Potency, µM (highest dose often 115 µM), for inactives: top-dose activity change, negative = inhibition, most hits filed as inhibitors. EPAC1 GEF assay, Rap1b-BODIPY-GDP exchange fluorescence. actives 0.14% (n = 360,000);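 note: potency is the fitted concentration of half-maximal effect; plate controls were vehicle for no effect and positive control for full effect; nearly all actives have a fitted effect of over 50% in size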
# Target sequence (O95398 whole entry, looked up): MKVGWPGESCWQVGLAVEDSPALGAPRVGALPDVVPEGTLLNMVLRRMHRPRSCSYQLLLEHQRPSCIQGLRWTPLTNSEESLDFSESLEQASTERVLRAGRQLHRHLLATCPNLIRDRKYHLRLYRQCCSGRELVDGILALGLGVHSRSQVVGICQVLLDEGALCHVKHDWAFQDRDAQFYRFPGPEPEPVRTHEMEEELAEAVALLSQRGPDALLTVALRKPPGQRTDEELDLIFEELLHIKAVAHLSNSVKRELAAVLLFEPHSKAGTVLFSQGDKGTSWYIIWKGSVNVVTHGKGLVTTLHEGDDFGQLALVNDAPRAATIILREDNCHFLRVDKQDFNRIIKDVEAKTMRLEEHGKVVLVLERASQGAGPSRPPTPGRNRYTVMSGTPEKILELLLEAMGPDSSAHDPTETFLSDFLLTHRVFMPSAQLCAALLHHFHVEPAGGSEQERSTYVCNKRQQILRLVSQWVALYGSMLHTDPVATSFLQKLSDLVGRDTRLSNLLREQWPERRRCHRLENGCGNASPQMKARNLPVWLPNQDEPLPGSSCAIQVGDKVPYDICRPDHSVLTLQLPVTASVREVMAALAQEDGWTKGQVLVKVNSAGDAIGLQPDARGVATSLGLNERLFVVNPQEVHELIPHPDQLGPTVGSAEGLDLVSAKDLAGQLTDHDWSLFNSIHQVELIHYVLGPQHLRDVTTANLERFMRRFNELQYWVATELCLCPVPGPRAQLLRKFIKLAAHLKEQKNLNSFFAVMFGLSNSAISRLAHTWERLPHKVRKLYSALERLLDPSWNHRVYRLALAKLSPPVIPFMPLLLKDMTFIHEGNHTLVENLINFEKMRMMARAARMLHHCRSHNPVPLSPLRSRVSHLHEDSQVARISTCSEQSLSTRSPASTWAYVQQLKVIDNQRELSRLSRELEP
# EPAC2 antagonist: EPAC2 (human) antagonism; Q8WZA2; EPAC2 GEF exchange of Rap1B-BODIPY-GDP, fluorescence; Potency, µM (highest dose often 114 µM), for the others: at the top dose activity, negative = inhibition, hits mostly inhibitors; actives 0.18% (n = 360,000); AID 720708; note: potency is the fitted concentration of half-maximal effect; % is set by controls: 0 for no effect and ±100 for the full control effect; nearly all actives have a fitted effect of over 45% in size; many of its hits are not listed in these tables
# EPAC1 ag: activates human EPAC1 exchange factor | O95398 | EPAC1 agonist qHTS, biochemical assay; response scale: 100% = response to 6.5 mM cAMP | Potency, µM (doses to about 154 µM), without a hit: at the top dose activation, hits mostly activators | actives 0.073% (n = 360,000) | AID 720707; note: potency is the fitted concentration of half-maximal effect; nearly all actives have a fitted effect of over 60% in size
#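 Fluorescent GDP-exchange assay: 100 nM EPAC1 with 250 nM Rap1B preloaded with BODIPY-GDP and 50 uM GDP; compounds tested as concentration series, 5 min at room temperature, then read every 5 min for 30 min (ex 480/em 540 nm); normalized to 6.5 mM cAMP.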
# * hit, by the source's call; ? = inconclusive; . = not tested or not shown; [ ] = another dose, or the depositor's remark. Unless noted, calls come from the whole dose curve; as a rule, active = well fitted curve in the direction sought with a large enough effect; inconclusive = small, poorly fitted or top-dose-only effect, or another doubt; inactive = no such curve, though single readings can be large; an effect the other way counts as inactive or inconclusive.
SMILES,PLK1 PBD block,CCT modulator,WRN helicase inh,MmCpn inh,PI5P4Ka inh,EPAC1 antagonist,EPAC2 antagonist,EPAC1 ag
CNC(=O)c1ccsc1NC(=O)CS(=O)(=O)c1ccc(F)cc1,-4%,0.6,5%,.,3,-5%,-10%,8%
Cc1cc(C)c(NC(=O)c2cccs2)c(C)c1NC(=O)c1cccs1,-2%,-0.1,5%,2%,1,5%,-5%,3%
CC1Sc2ccc(S(=O)(=O)CCC(=O)Nc3ccc(C(C)C)cc3)cc2NC1=O (stereo not given),-5%,-3.9,-1%,-2%,0,-9%,2%,-13%
COc1ccc(NC(=O)c2csc(Cc3ccc(Cl)cc3)n2)cc1,-9%,0.8,5%,0%,-2,-1%,-3%,15%
CCC(=O)Nc1ccc(NC(=O)c2cccc3ccccc23)cc1,-5%,-0.4,6%,-1%,1,0%,9%,-1%
C/C(=N/NS(=O)(=O)c1cccc([N+](=O)[O-])c1)c1ccc2c(c1)OCO2,-25%,-3.2,5%,-2%,-2,-10%,13%,1%
C/C(=C\C(=O)c1ccccc1)Nc1ccc(O)cc1,-7%,0.2,-23%,-4%,-2,71µM*,3%,21%
COc1cccc(C(=O)NCC(=O)N/N=C(\C)Cc2ccccc2)c1,-2%,-0.5,-5%,-2%,7,3%,-7%,16%
O=C1/C(=C/c2cccnc2)Cc2ccc(Cl)cc21,-11%,-0.4,-3%,-5%,6,-24%,2%,-3%
Cc1ccc(-c2nnc(SCc3ccccc3F)o2)cc1,21µM*,-5.6,-8%,0%,.,-1%,-6%,22%
CC(=O)NC(c1cccs1)c1cc([N+](=O)[O-])c2cccnc2c1O (stereo not given),-13%,0.0,-22%,1%,-73*,-7%,-12%,10%
CCOC(=O)C1=CCN(S(=O)(=O)c2ccccc2Cl)C1c1cccc(F)c1 (stereo not given),1%,0.0,4%,.,4,-3%,-20%,4%
Cc1cccc(C(=O)O/N=C/c2c(Cl)n(C)c3ccccc23)c1,-8%,-2.8,-13%,1%,17,-16%,-4%,12%
NS(=O)(=O)c1ccc(CCNC(=S)Nc2ccc(S(N)(=O)=O)cc2)cc1,?,1.0,-5%,-1%,-5,3%,-1%,-1%
O=C(c1cc(-c2ccc(F)cc2)nc2ccccc12)N1CCN(C2CCS(=O)(=O)C2)CC1 (stereo not given),-7%,-3.4,-3%,-3%,-6,-16%,10%,3%
COc1ccc(C(=O)NNC(=O)C(Cc2ccc(O)cc2)NC(=O)c2ccccc2NC(=O)c2ccc(OC)cc2)cc1 (stereo not given),-4%,-1.2,-34%[57.1 µM],-11%,0,34%[activator],-7%,-5%
Cc1ccc(NCc2ccc(Cl)nc2)c(NCc2ccc(Cl)nc2)c1,-3%,1.5,-9%,0%,-4,3%,0%,7%
COc1cc(/C=C2\SC(c3ccc(C)cc3)=NC2=O)cc(OC)c1O,-19%,-4.8,?,-2%,.,-16%,-2%,12%
CC(NC(=O)COC(=O)c1ccc(CO)cc1)C1CC2CCC1C2 (stereo not given),-4%,-2.8,5%,0%,0,17%,8%,-8%
Cc1cc(NC(=O)CCCN2C(=O)/C(=C\c3cccs3)SC2=S)no1,-3%,1.1,-4%,0%,2,3%,2%,7%

# Only PI5P4Ka inh and MmCpn inh, for 3 of the compounds above:
SMILES	PI5P4Ka inh	MmCpn inh
COc1ccc(NC(=O)c2csc(Cc3ccc(Cl)cc3)n2)cc1	-2	0%
Cc1cc(NC(=O)CCCN2C(=O)/C(=C\c3cccs3)SC2=S)no1	2	0%
CNC(=O)c1ccsc1NC(=O)CS(=O)(=O)c1ccc(F)cc1	3	.

# (continued)
SMILES,PLK1 PBD block,CCT modulator,WRN helicase inh,MmCpn inh,PI5P4Ka inh,EPAC1 antagonist,EPAC2 antagonist,EPAC1 ag
Cc1cccc(N2CCN(C(=O)C(C)n3nc(C)n4c(cc5occc54)c3=O)CC2)c1C (stereo not given),1%,3.3,-7%,-5%,-2,-1%,2%,6%
Cc1ccc(NC2CCCCC2NS(=O)(=O)c2ccc(Cl)cc2)cc1 (stereo not given),4%,1.2,7%,-1%,2,-12%,-4%,-12%
COC(=O)C1CCN(C(=O)c2cc(=O)[nH]c3ccccc23)CC1,-4%,0.4,-9%,-1%,8,-2%,-3%,-5%
CCN(CCn1cccn1)C(=O)c1cccc(OC2CCN(S(C)(=O)=O)CC2)c1,1%,-0.5,-4%,1%,-1,8%,15%,-15%
Cc1ccc(C2CC(=O)C=C(O)C2)cc1 (stereo not given),-4%,-0.5,-13%,-2%,4,7%,16%,6%
Oc1cc2c(cc1O)[C@@H](c1ccccc1)CNCC2,0%,-9.6,1%,-1%,-4,1%,3%,-6%
NS(=O)(=O)c1ccc(CCNC(=O)Nc2ccc(Cl)c(Cl)c2)cc1,-14%,-3.7,-16%,2%,.,-14%,-15%,5%
CCOc1cc(NS(=O)(=O)c2ccc(NC(C)=O)cc2)c(OCC)cc1NC(=O)c1cccs1,3%,1.0,-14%,3%,12,-5%,-4%,-4%
O=C(O)CCCN1C(=O)/C(=C/c2cn(-c3ccccc3)nc2-c2cccs2)SC1=S,32%[activator],-1.6,50µM*,-1%,3,20%,83%[activator],56µM*
Nc1cc(S(=O)(=O)N2CCOCC2)ccc1N1CCOCC1,-7%,-0.8,2%,1%,11,6%,2%,10%
CCOC(=O)c1ccc(C(=O)OCC)c(NC(=S)Nc2ccc([N+](=O)[O-])cc2OC)c1,-26%,-0.6,-4%,0%,-9,-15%,-2%,2%
CCN1C(=O)[C@H]2[C@@H](c3ccc(SC4CCCCC4)cc3)N[C@@](CC(C)C)(C(=O)OC)[C@H]2C1=O,-6%,-0.7,-3%,1%,11,-20%,2%,9%
Cc1cc(NC(=O)CSc2nnc(CNC(=O)c3ccc(C(C)(C)C)cc3)o2)no1,-3%,0.5,0%,-48%,0,1%,-1%,-21%
CC(=O)Nc1ccc(Nc2nc3ccccc3nc2NS(=O)(=O)c2ccc(Cl)c([N+](=O)[O-])c2)cc1,?,-2.5,?,.,-25,?,79µM*,-17%
CC(C)Oc1cccc(C(=O)Nc2nnc([C@@H]3C[C@H](O)[C@@H](CO)O3)s2)c1,-1%,0.9,-4%,.,0,-3%,-2%,-2%
CCCOc1ccc(/C=N/O)cc1,0%,0.8,-1%,0%,3,-11%,0%,17%
Cc1cc(Cc2cc(C)c(N)cc2C)c(C)cc1N,-12%,-1.9,-3%,-6%,3,-3%,-2%,12%
COC(=O)c1ccc(/C=N/OCC(=O)NC2CCCC(C)C2C)cc1 (stereo not given),0%,-0.4,-11%,0%,1,3%,4%,-4%
CCOc1ccccc1N(CC(=O)N(C)Cc1ccccc1)S(=O)(=O)c1ccccc1,2%,1.2,-19%,-1%,0,-10%,3%,2%
COc1ccc(S(=O)(=O)NCc2ccccn2)cc1NC(=O)c1ccccc1C,-11%,-2.9,-34%,3%,6,-4%,-4%,-5%
COc1ccc(-c2csc(Nc3cccnc3)n2)cc1,-5%,0.1,-12%,.,3,-7%,-5%,-1%
COC(=O)c1sccc1NC(=O)c1sccc1C,-6%,0.0,-2%,0%,3,-7%,-3%,3%
CN(CC(=O)NCCc1ccc(F)cc1)Cc1cccs1,-1%,8.5,-1%,-5%,6,-8%,-7%,11%
O=C(CN1C(=O)COc2ccccc21)NCCN1CCC(Cc2ccccc2)CC1,-9%,-0.4,2%,1%,.,3%,0%,7%
O=C(COC(=O)/C=C/c1cccc(F)c1)Nc1ccccc1,0%,2.0,-2%,1%,5,2%,11%,-4%
COc1ccc(-c2[nH]ncc2CN2CCN(Cc3cccs3)CC2)cc1F,-4%,1.3,-11%,-2%,-6,4%,1%,-16%
CCOC(=O)CSc1nnc(NC(=O)c2ccc3c(c2)OCO3)s1,-6%,-1.3,-32%,1%,-4,4%,-1%,12%
CC1(C)Cc2nc(-c3ccccc3)n3cnnc3c2CO1,-11%,-5.9,4%,-1%,-8,-12%,1%,6%
O=C(NC(=S)N1CCCc2ccccc21)c1ccco1,-28%,1.4,-14%,0%,-2,16%,-7%,-1%
CC1=C(C(=O)OC2CCCCC2)C(c2cccnc2)n2ncnc2N1 (stereo not given),-10%,-1.4,7%,1%,-2,-13%,4%,-6%
c1cc(-c2nnc3sc(C4CCCCC4)nn23)ccn1,-11%,1.5,-14%,1%,.,22%,12%,1%
CC(=O)c1ccc(NC(=O)C2=CC(c3ccco3)=NS(=O)(=O)N2C)cc1,-16%,0.4,-5%,1%,-13,0%,2%,-1%
CCOC(=O)NC(N(O)c1cccc(Cl)c1)C(Cl)(Cl)Cl (stereo not given),?,0.5,-30%,0%,-3,2%,-12%,12%
CC(=O)C1=C(O)C(=O)N(CCN2CCOCC2)C1c1ccc(N(C)C)cc1 (stereo not given),-10%,-0.7,-29%,.,1,8%,16%,-13%
O=C(N/C(=C/c1cccc([N+](=O)[O-])c1)C(=O)N1CCCCCC1)c1cccs1,-2%,-2.8,2%,3%,3,10%,-2%,8%
C#CCOCCOCCOCCNc1nc(N2CCN(C(=O)CCCCCCCCCCNC(=O)Cn3cc(CCCCCN)nn3)CC2)nc(N2CCN(C(=O)CCCCCCCCCCNC(=O)[C@@H](CCSC)n3cc(CCO)nn3)CC2)n1,-9%,-0.2,?,2%,?,-23%,?,-3%
O=C(NNC(=O)c1ccc2ncccc2c1)c1ccc(Cl)cc1,8%,1.4,5%,4%,-7,0%,-6%,2%
O=C1NC[C@@H](CCCCN2C[C@H](Cc3ccc(O)cc3)N(CCC3CCCCC3)C(=O)C2=O)N(CC2CCCCC2)C1=O,-4%,-1.3,-20%,.,-20,?,-18%,-6%
Clc1ccc(-c2noc(CN3CCCC3)n2)cc1,?,-2.3,5%,0%,0,-14%,2%,3%
COc1cc2sc(-c3ccccc3OC)c(-c3ccc(OCCN4CCCCC4)cc3)c2cc1OC,-9%,-0.6,-5%,-26%,24,-28%,-4%,-1%
Cc1ccc(S(=O)(=O)NCC2COc3ccccc3O2)cc1 (stereo not given),-10%,-4.4,7%,1%,-4,-4%,-6%,-9%

# 3 entries out of the list above, sorted by the number in MmCpn inh, falling:
canonical_smiles,MmCpn inh
CCOC(=O)CSc1nnc(NC(=O)c2ccc3c(c2)OCO3)s1,1%
CC(NC(=O)COC(=O)c1ccc(CO)cc1)C1CC2CCC1C2 (stereo not given),0%
COc1cc(/C=C2\SC(c3ccc(C)cc3)=NC2=O)cc(OC)c1O,-2%

# Looked up above.
# EPAC2 antagonist, `O=C(NC(=S)N1CCCc2ccccc21)c1ccco1` → -7%
# WRN helicase inh, `CC(=O)C1=C(O)C(=O)N(CCN2CCOCC2)C1c1ccc(N(C)C)cc1` (stereo not given) → -29%
# PLK1 PBD block, `COc1cc2sc(-c3ccccc3OC)c(-c3ccc(OCCN4CCCCC4)cc3)c2cc1OC` → -9%

# Screening results (PubChem)

# The list is partial (hit frequency here may not be typical).
